Yeast superoxide – reduction of superoxide in aged yeast, primary screen, HTS; S. cerevisiae aged cells, superoxide DHE fluorescence; stronger effect = lower value; superoxide response (% of plate mean), % at 10 µM; hit rate 0.18% among 330,000; AID 2690, 2010;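 active = superoxide response under a set limit, about three screen SD below normal, cut at about 65% in these data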;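 note: yeast aged for seven days with compound at 30 °C before DHE staining; 100% = average MFI of all compound-treated wells on the plate with controls excluded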
AHR activator – AHR activators, primary screen, cell-based, luminescence, luciferase reporter, human; Aryl hydrocarbon receptor (Homo sapiens), P35869; AHR-responsive luciferase reporter cells; activation, % at 5 µM; hit rate 2.5% among 320,000; in the data active = activation above about 47%;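 note: 0% = vehicle wells and 100% = reference agonist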
Target sequence (P35869 whole entry, looked up): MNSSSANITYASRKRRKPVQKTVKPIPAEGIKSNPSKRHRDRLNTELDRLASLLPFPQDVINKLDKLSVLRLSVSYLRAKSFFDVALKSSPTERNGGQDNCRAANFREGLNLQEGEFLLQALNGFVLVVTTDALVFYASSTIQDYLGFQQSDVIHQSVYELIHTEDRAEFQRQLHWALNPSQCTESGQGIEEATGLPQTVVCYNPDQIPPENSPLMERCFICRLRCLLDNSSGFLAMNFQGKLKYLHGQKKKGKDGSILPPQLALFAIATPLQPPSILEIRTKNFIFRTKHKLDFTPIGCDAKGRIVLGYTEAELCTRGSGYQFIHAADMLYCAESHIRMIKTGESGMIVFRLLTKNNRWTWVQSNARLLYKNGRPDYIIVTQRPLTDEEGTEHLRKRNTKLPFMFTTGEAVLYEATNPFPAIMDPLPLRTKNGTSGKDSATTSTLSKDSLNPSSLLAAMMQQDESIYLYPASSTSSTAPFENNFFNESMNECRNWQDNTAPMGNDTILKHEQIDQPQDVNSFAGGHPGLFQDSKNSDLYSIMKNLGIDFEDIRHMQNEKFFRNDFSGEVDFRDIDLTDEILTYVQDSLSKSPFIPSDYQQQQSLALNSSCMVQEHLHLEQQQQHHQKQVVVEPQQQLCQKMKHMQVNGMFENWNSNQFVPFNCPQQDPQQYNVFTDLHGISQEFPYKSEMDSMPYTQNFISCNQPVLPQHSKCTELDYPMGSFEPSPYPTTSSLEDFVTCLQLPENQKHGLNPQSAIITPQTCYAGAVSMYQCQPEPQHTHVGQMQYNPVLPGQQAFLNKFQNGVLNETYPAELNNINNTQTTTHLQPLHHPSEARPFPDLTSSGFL
AGP1 TOR yeast – modulators of AGP1-GFP expression in yeast TOR pathway, primary screen, cell-based, multiplex flow cytometry, S. cerevisiae, MLPCN library | AID 2066, 2009 | 3 h; GFP as percent of DMSO wells | GFP response vs DMSO, % at 10 µM | hit rate 0.02% among 320,000;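 active = GFP response relative to DMSO above a set limit, near screen average plus 3 SD, cut at about 150% in these data; inconclusive = fewer than 70 cells counted for the yeast strain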;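 note: median GFP channel fluorescence of the gated AGP1 strain per well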
CIT2 TOR yeast – modulators of CIT2-GFP expression in yeast, primary screen, S. cerevisiae, GFP fusion, multiplex flow cytometry, MLPCN library; AID 2029, 2009; GFP response vs DMSO, % at 10 µM; hit rate 0.065% among 320,000; S. cerevisiae CIT2-GFP strain, 3 h; 100 means same as DMSO wells;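 active = GFP response relative to DMSO above a set limit, near the screen mean plus 3 SD, cut at about 150% in these data; inconclusive = Fewer than 70 cells measured for a yeast strain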;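 note: ratio of well median GFP fluorescence to mean of DMSO wells on the plate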
MEP2 TOR yeast – modulators of MEP2-GFP levels in yeast, primary screen, S. cerevisiae, multiplex flow cytometry, MLPCN library; S. cerevisiae MEP2-GFP strain, 3 h; 100% = DMSO control level; GFP response vs DMSO, % at 10 µM; hit rate 0.51% among 330,000; AID 2016, 2009;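 active = GFP response versus DMSO above a set limit, roughly screen mean plus 3 SD, cut at about 180% in these data; inconclusive = fewer than 70 cells counted for a yeast strain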;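 note: median GFP fluorescence of the barcode-gated MEP2-GFP cells per well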
Efflux pump inh – inhibitors of Candida efflux pumps in yeast, primary screen, S. cerevisiae, Nile Red, multiplex | S. cerevisiae Candida pump triplex | inhibition, % at 10 µM | hit rate 0.44% among 330,000;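 active = plate passing quality check with inhibition over a set limit, or well fluorescence over plate mean plus 4 SD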;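 note: Nile Red retained in pooled yeast measured as flow cytometry median fluorescence; 0% = buffer negative control and 100% = Enniatin B positive control; higher means more Nile Red kept so more efflux inhibition; some compounds called inactive have numbers as strong as hits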
RPL19A-GFP yeast – RPL19A-GFP expression modulators in yeast, primary screen, cell-based, S. cerevisiae, multiplex flow cytometry, MLPCN; S. cerevisiae RPL19A-GFP strain, 3 h; stronger effect = lower value; hit rate 0.3% among 330,000; percent response vs DMSO, % at 10 µM; AID 2025, 2009;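 active = percent response vs DMSO below 50%; inconclusive = fewer than 70 events counted for the yeast strain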;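 note: median channel GFP fluorescence of the barcoded RPL19A-GFP strain; ratio of sample median GFP to plate DMSO average so 100% = DMSO; lower means less RPL19A-GFP as with rapamycin TOR inhibition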
LAP4 TOR yeast – modulators of LAP4-GFP expression in yeast, primary screen, S. cerevisiae, multiplex flow cytometry, MLPCN library; hit rate 0.34% among 320,000; AID 2023, 2009; GFP response vs DMSO, % at 10 µM; 3 h; median GFP as percent of DMSO wells;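 active = GFP response vs DMSO above a set limit, about the screen mean plus 3 SD, cut at about 150% in these data; inconclusive = under 70 cell events counted for the yeast strain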
The depositor's hits bear a star; ? = inconclusive; . = not tested or not shown; [ ] = another dose, or the depositor's remark.

The first 17 entries (preview)
SMILES	Yeast superoxide	AHR activator	AGP1 TOR yeast	CIT2 TOR yeast	MEP2 TOR yeast	Efflux pump inh	RPL19A-GFP yeast	LAP4 TOR yeast
CC1CCN(S(=O)(=O)c2ccc3c4c2CC(=O)N4CC(C)S3)CC1 (stereo not drawn)	92	10	89	101	100	-0.1	96	98
CC(C)c1ccc(NC(=O)C(c2ccccc2)N2CCC3(CC2)OCCO3)cc1 (stereo not drawn)	97	4	95	98	91	-0.1	95	93
O=C(OCc1nnc(-c2ccccc2)o1)c1cc(=O)[nH]c2ccccc12	99	4	110	111	111	0.0	104	105
O=Cc1ccccc1OCCN1CCCC1=O	84	3	100	103	111	0.5	107	100
Cc1ccc2nc(C)cc(SCC(=O)N/N=C/c3ccco3)c2c1	96	11	?	?	?	-0.2	83[may fluoresce violet]	?
CSCCC(NC(=O)c1ccccc1Cl)C(=O)NC1CCN(Cc2ccccc2)CC1 (stereo not drawn)	88	-2	97	96	98	1.2	103	95
O=C1c2ccccc2NC(c2ccco2)N1O (stereo not drawn)	102	12	97	100	104	-0.1	96	96
O=C(O)c1ccc(S(=O)(=O)N2CCSCC2)cc1	95	3	92	103	108	0.1	102	91
Cc1ccc2c(CC(=O)OCc3nc(N)nc(Nc4ccccc4C)n3)coc2c1	92	2	102	91	103	-0.1	93	104
NC(=O)C1CCN(C(=O)CCC(=O)c2cccs2)CC1	106	-1	110	106	104	0.0	101	101
Fc1ccc(-c2cnc(-c3cccs3)o2)cc1	102	0	99	100	99	-0.1	99	104
Cc1ccc(S(=O)(=O)NC(C)(C)CSc2ncccn2)cc1	99	1	99	94	101	0.0	105	96
CCOC(=O)C(C)Oc1ccc(=O)n(-c2ccccc2)n1 (stereo not drawn)	96	-1	108	100	106	-0.2	102	115
COc1ccc(CCNC(=O)C(=O)NCC2OCCN2S(=O)(=O)c2ccccc2)cc1 (stereo not drawn)	111	0	99	98	109	0.0	99	106
COc1ccc(C(=O)Nc2ccccc2C(=O)N2CCOCC2)cc1	95	2	21[may fluoresce violet]	?	124[may fluoresce violet]	-0.1	76[may fluoresce violet]	85[may fluoresce violet]
Clc1cccc(/C=N/Nc2nc(Cl)nc3ccccc23)c1	99	42	97	.	102	0.1	97	113
CCOC(=O)c1c(S(=O)(=O)NCC(C)c2ccccc2)c(C)n(C)c1C (stereo not drawn)	125	2	101	97	92	0.1	98	90

The list itself, previewed entries included:
SMILES	Yeast superoxide	AHR activator	AGP1 TOR yeast	CIT2 TOR yeast	MEP2 TOR yeast	Efflux pump inh	RPL19A-GFP yeast	LAP4 TOR yeast
CC1CCN(S(=O)(=O)c2ccc3c4c2CC(=O)N4CC(C)S3)CC1 (stereo not drawn)	92	10	89	101	100	-0.1	96	98
CC(C)c1ccc(NC(=O)C(c2ccccc2)N2CCC3(CC2)OCCO3)cc1 (stereo not drawn)	97	4	95	98	91	-0.1	95	93
O=C(OCc1nnc(-c2ccccc2)o1)c1cc(=O)[nH]c2ccccc12	99	4	110	111	111	0.0	104	105
O=Cc1ccccc1OCCN1CCCC1=O	84	3	100	103	111	0.5	107	100
Cc1ccc2nc(C)cc(SCC(=O)N/N=C/c3ccco3)c2c1	96	11	?	?	?	-0.2	83[may fluoresce violet]	?
CSCCC(NC(=O)c1ccccc1Cl)C(=O)NC1CCN(Cc2ccccc2)CC1 (stereo not drawn)	88	-2	97	96	98	1.2	103	95
O=C1c2ccccc2NC(c2ccco2)N1O (stereo not drawn)	102	12	97	100	104	-0.1	96	96
O=C(O)c1ccc(S(=O)(=O)N2CCSCC2)cc1	95	3	92	103	108	0.1	102	91
Cc1ccc2c(CC(=O)OCc3nc(N)nc(Nc4ccccc4C)n3)coc2c1	92	2	102	91	103	-0.1	93	104
NC(=O)C1CCN(C(=O)CCC(=O)c2cccs2)CC1	106	-1	110	106	104	0.0	101	101
Fc1ccc(-c2cnc(-c3cccs3)o2)cc1	102	0	99	100	99	-0.1	99	104
Cc1ccc(S(=O)(=O)NC(C)(C)CSc2ncccn2)cc1	99	1	99	94	101	0.0	105	96
CCOC(=O)C(C)Oc1ccc(=O)n(-c2ccccc2)n1 (stereo not drawn)	96	-1	108	100	106	-0.2	102	115
COc1ccc(CCNC(=O)C(=O)NCC2OCCN2S(=O)(=O)c2ccccc2)cc1 (stereo not drawn)	111	0	99	98	109	0.0	99	106
COc1ccc(C(=O)Nc2ccccc2C(=O)N2CCOCC2)cc1	95	2	21[may fluoresce violet]	?	124[may fluoresce violet]	-0.1	76[may fluoresce violet]	85[may fluoresce violet]
Clc1cccc(/C=N/Nc2nc(Cl)nc3ccccc23)c1	99	42	97	.	102	0.1	97	113
CCOC(=O)c1c(S(=O)(=O)NCC(C)c2ccccc2)c(C)n(C)c1C (stereo not drawn)	125	2	101	97	92	0.1	98	90
COc1ccccc1C(CNc1ccc(S(=O)(=O)N2CCCC2)cc1[N+](=O)[O-])N(C)C (stereo not drawn)	128	1	90	.	94	0.1	106	80
O=C(NNC(=O)C1CC1)c1ccccc1[N+](=O)[O-]	119	.	95	93	99	0.0	108	67
CCCCc1ccc(Nc2ncnc3nc[nH]c23)cc1	105	5	95	91	102	0.3	98	111
O=C(CN1CCCC1)Nc1ccc(OCc2ccccc2)cc1	85	1	94	99	93	-0.2	91	96
Cc1ccc(S(=O)Cc2ccc(C(=O)N3CCN(C4CCCCC4)CC3)o2)cc1 (stereo not drawn)	88	2	103	99	103	0.0	102	107
Cc1ccc(C2NC(=S)NC3=C2C(=O)CC(C)(C)C3)cc1 (stereo not drawn)	95	1	111	114	108	-0.1	111	109
Cc1c(NC(=S)Nc2ccc(Cl)cc2)c(=O)n(-c2ccccc2)n1C	94	-2	85	102	75	0.0	93	112
CCC(NC(=O)c1ccccc1NC(=O)c1ccco1)C(=O)NNC(=O)c1ccc(OC)cc1 (stereo not drawn)	85	2	107	108	105	0.0	114	93

Continued.
SMILES	Yeast superoxide	AHR activator	AGP1 TOR yeast	CIT2 TOR yeast	MEP2 TOR yeast	Efflux pump inh	RPL19A-GFP yeast	LAP4 TOR yeast
Oc1c(Br)cc(Br)cc1C=Nc1ccc2c(c1)OCCO2	82	4	86	85	94	0.2	108	83
CCN(Cc1nc(-c2ccccc2)no1)C(=O)c1ccco1	85	2	96	102	97	0.0	101	96
CC1CCCCN1CCCNC(=O)c1ccc(N2CCCC2=O)cc1 (stereo not drawn)	97	-3	114	117	95	0.0	103	119
CCOc1cc(/C=N/n2cnnc2)ccc1OS(=O)(=O)c1ccccc1	97	5	104	102	104	-0.1	105	100
CC(C)(C)n1nnnc1C(c1ccccc1F)N1CCN(C(=O)c2ccco2)CC1 (stereo not drawn)	100	-1	127	114	131	-0.1	89	144
Cn1c(=O)n(C)c2cc(S(=O)(=O)N3CCCCC3)ccc21	106	-1	105	106	103	0.0	103	109
CN(CC(=O)Nc1ccc(F)cc1)C(=O)COC(=O)c1cccc(N(C)C)c1	80	13	104	99	100	0.1	98	108
S=C(NCCN(C1CCCCC1)C1CCCC1)Nc1cccc(Cl)c1	94	0	98	105	97	-0.4	99	86
Cc1nn(-c2ncc(C(F)(F)F)cc2Cl)c(=O)n1-c1cccc(Cl)c1	97	-1	100	89	100	0.0	97	108
O=C(NCc1ccccc1)c1nc[nH]c1C(=O)NCc1ccccc1	113	9	98	90	99	0.1	96	108
CCc1c(C(=O)NCc2ccccc2Cl)[nH]c(C)c1C(C)=O	98	-5	88	.	95	0.1	91	95
CCSc1nnc(Cc2cc(=O)[nH]c(=O)[nH]2)n1-c1cc(C)ccc1C	110	3	103	104	107	0.0	100	95
O=C(O)COc1ccc(C(NC(=O)c2c(F)cccc2F)NC(=O)c2c(F)cccc2F)cc1	97	3	91	89	87	0.1	87	87
COc1ccc(OC)c(S(=O)(=O)N(C)CC(=O)Nc2ccccc2OC)c1	115	1	99	110	110	0.2	92	101
Cc1ccc(S(=O)(=O)N(CC(=O)N2CCC(C)CC2)Cc2ccccc2F)cc1	123	4	101	94	105	0.2	103	104
CN1CCN(C(=S)Nc2ccccc2Cl)CC1	94	3	109	113	112	0.0	108	104
COc1ccc(CCC(=O)OCC(=O)c2cccc(OC)c2)cc1	102	0	97	87	98	0.1	104	104
COC(=O)c1cc2ccsc2n1CC(=O)Nc1cc(C)cc(C)c1	103	8	98	90	98	-0.1	95	99
Cc1cc(C(=O)OCC(=O)N2CCc3ccccc32)ccc1[N+](=O)[O-]	86	3	98	102	101	-0.1	96	102
O=C(O)CC(c1cccc2ccccc12)n1cccc1 (stereo not drawn)	103	0	102	100	99	0.0	98	95
CC(=O)c1cccc(NC(=O)N2CCC(c3nnc(SCC(N)=O)n3C)CC2)c1	111	2	104	108	99	-0.3	104	91
Cc1cc(C)cc(NC(=O)c2sc3nc(C)cc(C)c3c2N)c1	102	-11	102	106	103	-0.1	102	101
CC(C)n1c(NCc2c[nH]c3ccccc23)nc2ccccc21	103	18	107	106	102	-0.2	105	99
CCCC1Cc2[nH]c(=O)c(C#N)cc2CO1 (stereo not drawn)	104	1	101	98	102	0.0	98	104
Cc1nc(N2CCOCC2)c2c(C)c(C(=O)Nc3ccccc3C(F)(F)F)sc2n1	123	1	93	81	101	0.7	97	111
N#Cc1c(SC(C(=O)O)c2ccccc2)nc2c(c1-c1cccs1)CCCC2 (stereo not drawn)	89	-2	101	86	95	-0.1	94	95
Cc1cc(C)n(-c2nc(SCC(=O)O)c3c4c(sc3n2)COC(C)(C)C4)n1	109	5	105	98	99	0.1	98	114
